# APJ antag – APJ receptor antagonism | inhibition, % at 20 µM | CHO-K1 APJ beta-arrestin complementation, luminescence | hit rate 0.32% among 330,000 | P35414;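 active means inhibition above about 40% at 20 µM, limit read from the data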;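 further: cells challenged with 10 nM apelin-13 agonist together with compound; plate controls were apelin-13 plus DMSO wells for no effect and DMSO wells lacking apelin-13 for full effect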
# Target sequence (P35414 whole entry, looked up): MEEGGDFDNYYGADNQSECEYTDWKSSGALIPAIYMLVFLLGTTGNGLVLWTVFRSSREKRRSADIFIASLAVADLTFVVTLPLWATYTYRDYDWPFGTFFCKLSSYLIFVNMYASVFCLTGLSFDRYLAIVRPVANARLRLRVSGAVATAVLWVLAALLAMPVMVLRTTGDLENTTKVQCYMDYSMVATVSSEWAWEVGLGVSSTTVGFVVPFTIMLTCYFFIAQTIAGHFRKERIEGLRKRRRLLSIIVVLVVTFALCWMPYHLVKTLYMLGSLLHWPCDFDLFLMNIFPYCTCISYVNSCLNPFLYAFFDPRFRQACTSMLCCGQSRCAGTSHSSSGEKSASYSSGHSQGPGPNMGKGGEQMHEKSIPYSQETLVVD
# APJ ag – APJ receptor agonism; P35414; hit rate 0.11% among 330,000; activation, % at 20 µM; CHO-K1 APJ PathHunter beta-arrestin, luminescence; 0% DMSO wells, 100% apelin;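 active means activation more than six SD over the plate average, tested at 20 µM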;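 further: 0% = DMSO alone and 100% = apelin-13 at 10 nM; some results filed as inactive read as strong as hits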
#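 Material: CHO-K1 APJ beta-arrestin complementation cell line; Input: cell density 1000 per well; Incubation: compound stimulation 90 min at 25 °C, detection 60 min; Signal: luminescence from split beta-galactosidase complementation, Galacton Star/Emerald II substrate; Controls: DMSO-only wells as negative, 10 nM Apelin-13 as positive control.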
# beta cell repl – induces beta-cell replication in MIN6 cells; MIN6 cells proliferation, ATPlite luminescence, 48 h; cells starved in 0.2% serum; 100% = growth in 10% serum; proliferation, % at 10 µM; hit rate 0.29% among 330,000;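 active means compounds whose signal lies at least 3.5 SD above the mean of all wells on their plate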;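 further: 0% = DMSO-treated cells in low-serum medium and 100% = 10% serum control; some compounds called inactive have numbers as strong as hits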
# MPTP block – permeability transition pore inhibition | isolated mouse mitochondria, Ca2+ swelling absorbance, 30 min | inhibition, % at 10 µM | hit rate 1.4% among 360,000 | AID 602449;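 active means inhibition of 50% or more, scaled per plate between neutral and stimulator controls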;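 further: 0% = DMSO wells given calcium and 100% = 1 mM EGTA wells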
# TIM10 inh – inhibits growth of TIM10 yeast strain. hit rate 1.4% among 330,000. S. cerevisiae TIM10 strain growth, BacTiter-Glo luminescence, 24 h. inhibition, % at 10 µM;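 active means inhibition of 40% or more at the single tested concentration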;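 further: wild-type TIM10 isogenic control strain grown at permissive 25 °C; 0% = DMSO yeast wells and 100% = minimal medium wells without yeast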
# tim10-1 inh – tim10-1 yeast growth inhibition | hit rate 2.2% among 330,000 | inhibition, % at 20 µM | S. cerevisiae tim10-1 ts strain growth, BacTiter-Glo, 24 h;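 active means inhibition of at least 40%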;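 further: mutant grown at 25 °C; 0% = DMSO wells with yeast and 100% = wells holding no yeast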
# GRIN3A LBD mod – modulators (binders) of human NR3A ligand-binding domain | hit rate 2.5% among 340,000 | NR3A LBD differential scanning fluorimetry, Tm shift; 0% = protein alone, 100% = glycine-bound protein | Tm shift relative to glycine control, % at 25 µM | AID 1259313;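 active means melting temperature shift of at least 10% of the positive control shift, at one fixed dose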
# NALP3 yeast inh – NALP3 inhibition in yeast; hit rate 0.39% among 330,000; AID 2825; Yeast reconstituted NLRP3/ASC/caspase-1, beta-gal luminescence, 24 h; inhibition, % at 10 µM;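 active means inhibition of 50% or more; inactive means inhibition below 50%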;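 further: plate controls were induced DMSO wells for no effect and uninduced yeast grown without galactose for full effect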
# tim23-1 inh – tim23-1 yeast growth inhibition. S. cerevisiae tim23-1 growth, BacTiter-Glo luminescence, 24 h. inhibition, % at 20 µM. hit rate 1.3% among 330,000;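 active means growth inhibition of the mutant yeast at or above 50%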;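 further: temperature-sensitive mutant grown at 25 °C; plate controls were DMSO-treated mutant yeast for no effect and medium wells lacking yeast for full effect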
# An asterisk follows results filed as active; . = not tested or not shown.
entry	SMILES	APJ antag	APJ ag	beta cell repl	MPTP block	TIM10 inh	tim10-1 inh	GRIN3A LBD mod	NALP3 yeast inh	tim23-1 inh
1	CC1CN(S(=O)(=O)c2ccc(C(=O)Nc3nc(-c4cc5ccccc5o4)cs3)cc2)CC(C)O1 (centres undefined)	14	1	-6	88*	11	1	-7	2	-11
2	CCCn1c(N2CCN(C(=O)NCc3ccccc3)CC2)nc2ccccc21	-23	-5	3	1.2	-5	6	-2	-2	-3
3	COC(=O)N/N=C/c1cc(Cl)cc(Cl)c1OCc1ccc(F)cc1	2	-1	0	6.9	14	34	-14	3	8
4	COc1cc2ncnc(N[C@H](C)c3ccccc3)c2cc1OC	13	-1	0	2.1	9	13	-4	8	5
5	COc1ccc(C(=O)NCCc2nc3cc([N+](=O)[O-])ccc3n2C)cc1	6	1	3	-0.5	34	55*	-2	24	28
6	Fc1ccc(CNC(=S)Nc2ccc(OC(F)F)cc2)cc1	-9	6	-2	76*	36	39	-2	13	28
7	CC(=O)Nc1ccc(NC(=S)NC(=O)c2oc3ccccc3c2C)cc1	7	-2	2	1.3	7	6	-1	20	14
8	CCCC(=O)Nc1sc2c(c1C#N)CCCCC2	1	-3	1	-7.4	8	19	-2	-7	13
9	O=C(CSc1nnc(-c2ccc3c(c2)OCCO3)o1)N1CCCC1	8	-2	0	1.5	12	-1	-1	12	14
10	CCc1ccccc1-n1nnnc1SCC(=O)Nc1ccc(N2CCN(C)CC2)cc1	4	-4	-7	-1.6	19	25	1	14	10
11	Cc1ccc(F)c(NC(=O)CCOc2ccccc2C)c1	1	-6	0	1.2	10	18	0	20	31
12	COc1ccc(CCN(C)C(=O)C23CC4CC(CC(Cl)(C4)C2)C3)cc1OC	-41	-1	-1	0.9	-4	15	-1	10	28
13	CCOCCOC(=O)C(C)Oc1ccc(Oc2ncc(Cl)cc2Cl)cc1 (centres undefined)	-8	-1	0	0.1	24	25	10	7	20
14	CNc1ccc(/C=C/C(=O)c2ccc3c(c2)OCCO3)cc1[N+](=O)[O-]	15	-4	-6	0.3	26	19	-7	21	39
15	Cc1ccccc1CCN(C(=O)c1csnn1)C(C(=O)NC1CCCC1)c1ccco1 (centres undefined)	13	-1	-2	0.2	24	6	0	8	21
16	O=C(CC(C(=O)O)c1c(F)cccc1Cl)c1ccc(Cl)cc1 (centres undefined)	6	-3	-2	0.2	-4	9	1	-3	14
17	CC(C)C[C@H](NC(=O)Nc1ccc2c(c1)OCCO2)C(=O)O	-9	-1	0	0.3	7	3	1	12	4
18	O=c1cc(CO)oc(C(Nc2ccccn2)c2ccccc2F)c1O (centres undefined)	-64	-2	-3	-1.6	-1	-16	-1	4	5
19	Cc1cnc(NC(=O)CSc2nnc(Cc3ccccc3)o2)s1	3	2	-1	-1.5	-28	8	0	1	9
20	CCOc1ccc(NC(=O)C2CC3CCC2C3)cc1 (centres undefined)	1	-2	0	1.7	-13	5	-1	14	32
21	N#Cc1c(-c2ccccc2)cc(-c2ccccc2)nc1SCc1nnc(-c2ccccc2)o1	14	3	2	-0.8	6	13	1	20	36
22	Cn1c(=O)c2c(nc(CN3CCN(C(=O)c4ccco4)CC3)n2CC(N)=O)n(C)c1=O	15	1	-2	-0.8	9	-3	1	9	1
23	CCCNC(=O)COC(=O)c1cccnc1Nc1ccccc1F	1	-4	0	-0.1	0	21	-1	13	21
24	COc1cc2c3c(c1)c(N=NC(N)=S)c(O)n3C(C)(C)C=C2C	5	-4	-2	3.2	0	20	-7	11	-5
25	COc1ccc(C2CC(=O)N(CC(=O)NCC3CCCO3)c3ccccc3S2)cc1 (centres undefined)	11	-4	-4	-0.2	20	21	-2	-8	-1
26	O=C(NC12CC3CC(CC(C3)C1)C2)C1CCCN1C(=O)Nc1ccccc1 (centres undefined)	15	-3	3	1.4	7	2	3	12	-13
27	CCc1cc2c(=O)[nH]c(Cc3ccccc3)nc2s1	-6	1	-1	-0.5	-6	5	-5	20	9
28	O=C(COC(=O)c1cnccn1)Nc1cccc(F)c1	-3	-3	1	0.4	6	8	-1	7	4
29	COc1nc(OC)nc(N2CCC(NC(=O)C(Cc3ccc(C(C)C)cc3)NC(C)=O)CC2)n1 (centres undefined)	-5	0	-1	-1.0	11	27	0	1	-2
30	O=C(NCc1ccco1)c1nn2c(C(F)(F)F)cc(-c3cccs3)nc2c1Br	20	0	-7	-5.2	29	40	-3	12	30
31	COc1cccc(N2C(=O)c3cccnc3C2O)c1 (centres undefined)	11	-1	-2	-0.4	4	1	1	9	8
32	O=C(NCc1ccc(Cl)cc1)C1CCC(=O)N(C2CC2)C1 (centres undefined)	10	-1	-3	-1.2	5	-10	-3	-3	3
33	Cc1cc(/C=N/n2cnnc2)c(C)n1-c1ccc(OCc2ccc(Cl)cc2)cc1	2	0	-4	114*	21	17	-2	27	17
34	CCOC(=O)N1CCN(C(=O)C(C)N(c2ccc(Oc3ccccc3)cc2)S(C)(=O)=O)CC1 (centres undefined)	17	3	-2	-1.2	23	32	1	21	16
35	CCOC(=O)C1=CNS(=O)(=O)NC1c1ccc(C#N)cc1 (centres undefined)	.	.	.	0.8	-1	9	-1	.	32
36	COc1ccc(-c2cc(C(F)(F)F)n3nc(C(=O)N4CCCCC4)cc3n2)cc1	2	1	2	2.2	26	26	1	24	33
37	CCOC(=O)N1CCN(C(=O)/C(=C/c2ccc(N(C)C)cc2)NC(=O)c2ccccc2)CC1	21	-1	10	-3.8	9	-6	-1	17	-10
38	CSCCC(NC(=O)c1ccccc1Cl)C(=O)NCC(c1cccs1)N(C)C (centres undefined)	8	1	-3	-1.0	0	8	1	11	15
39	CCOc1ncccc1C(=O)OCC(=O)c1cc(OC)c(OC)c(OC)c1	17	0	0	-0.8	30	29	1	-2	25
40	COc1ccc(NC2=CC(=O)CC(c3ccccc3)C2)cc1 (centres undefined)	-17	-6	-2	-0.2	25	17	1	-53	7
41	CCC(=O)OCCCCCCOc1ccc(C(=O)O)cc1	20	-5	-1	-1.5	8	5	-2	24	3
42	O=C(CN1C(=O)c2cccc3cccc(c23)C1=O)N1CCCCCC1	4	-4	1	-3.1	-11	12	2	13	25
43	Oc1ccc(-c2ccccc2)cc1CN1CCCCCC1	9	-5	1	-0.3	-2	9	0	8	-1
44	O=C(N/N=C/c1ccoc1)c1cc(O)cc(O)c1	9	2	1	-0.4	-1	-2	0	10	-8
45	CC(C)Oc1ccc2c3c(c(=O)oc2c1)CCC3	-4	0	1	2.9	16	8	1	46	40
46	O=C(N/N=C\c1ccccc1)c1cccc(C(=O)N/N=C\c2ccccc2)n1	-8	14	-2	6.2	12	-10	0	14	4
47	O=C(N/N=C/c1ccc(COc2ccc(Br)cc2)o1)c1ccc2c(c1)OCO2	-9	-2	-7	-1.6	-1	-17	4	-4	-13
48	O=C1CCN(CCc2ccccc2)CCN1CCSc1ccccc1	9	-2	1	0.5	4	10	-1	31	12
49	O=C(Nc1ccccc1)c1ccc(-n2cnnn2)cc1	0	0	-2	-0.5	-6	0	-11	16	-8
50	COc1ccc(OC)c(NC(=O)C2C3CCC(C3=C(C)C)C2C(=O)O)c1 (centres undefined)	-2	-13	0	5.5	20	22	1	3	26
51	Cc1cccc(NC(=O)CSc2nncn2-c2ccccn2)c1	-2	-3	-2	-0.4	-1	6	0	11	4
52	CC(=O)/C(=C\Nc1ccc(OCc2ccccc2)cc1)c1ccccc1	27	0	-3	3.6	1	-8	3	24	3
53	Cc1cc(=S)[nH]c(=S)[nH]1	14	-2	-3	-2.0	-2	-11	0	15	0
54	Cc1cc(/C=C(/C#N)c2nc3ccccc3[nH]2)c(C)n1-c1ccccc1C(=O)O	19	-2	2	0.8	9	16	1	5	14
55	CCc1ccc(NC(=O)C(C)Sc2nnc(CN3CCCC3)o2)cc1 (centres undefined)	5	-4	-2	-1.6	8	-14	3	4	-4
56	Cc1cc(=O)oc2c3c(cc(OCC(=O)NCCCn4ccnc4)c12)OC(C)(C)CC3	10	-4	9	0.4	-7	2	-3	6	8
57	CC(=O)c1c(C)[nH]c(-c2ccccc2)nc1=S	14	-6	-1	-0.1	15	6	4	20	12
58	O=C1/C(=C/c2cccc(F)c2)CSc2sccc21	9	0	0	0.7	-35	-2	-1	27	22
59	COC(=O)c1c(C)[nH]c(C(=O)/C=C/c2ccc(C)cc2)c1C	2	2	-4	4.3	10	6	1	34	4
60	CN1N=C(C(=O)NC2CCCc3c2cnn3-c2ccc(F)cc2F)CCC1=O (centres undefined)	23	1	0	0.5	11	1	-3	20	2

# (list continues)
entry	SMILES	APJ antag	APJ ag	beta cell repl	MPTP block	TIM10 inh	tim10-1 inh	GRIN3A LBD mod	NALP3 yeast inh	tim23-1 inh
61	COC(=O)COc1ccc2c(c1)O/C(=C\c1ccco1)C2=O	11	-3	0	1.5	13	12	-2	0	45
62	CC(C)(C)NC(=O)c1cccc2c1-c1ccccc1C2=O	12	0	-1	-0.4	17	32	1	8	30
63	CC(C)C(=O)Nc1nnc(SCC(=O)N2C(C)CCCC2C)s1 (centres undefined)	-5	-1	-5	-1.5	-10	15	-1	23	19
64	Cc1ccc(Nc2cc(C)nc3ccc(C)cc23)cc1	-12	-4	-1	1.6	-4	7	-1	12	11
65	CCCN(CC(=O)Nc1ccccc1C)C(=O)c1ccc(C)c(S(=O)(=O)N2CCCCC2)c1	15	-2	-4	-0.9	0	15	0	6	17
66	CC(C)n1c(N2CCN(CC(=O)Nc3ccc4c(c3)OCCO4)CC2)nc2ccccc21	-7	-3	1	0.0	20	21	-7	8	19
67	Clc1ccc2[nH]cc(-c3nnnn3-c3ccc4ccccc4c3)c2c1	-3	7	-6	84*	26	17	29*	-9	11
68	O=C(c1cccc(S(=O)(=O)Nc2cccc(C(F)(F)F)c2)c1)N1CCCCC1	1	-2	-2	1.1	4	17	2	6	3
69	Cc1ccc(NC(=O)/C(=C\c2cccs2)NC(=O)c2ccccc2)cc1	-6	2	0	11	19	-1	-1	13	16
70	CCc1noc(C)c1C(=O)N1CCN(S(=O)(=O)c2ccc(C(C)=O)cc2)CC1	7	-2	2	-0.5	-10	-6	2	9	6
71	Cc1cnc([N+](=O)[O-])n1CCOC(=O)NC(=O)c1ccccc1	9	-1	3	-0.7	8	11	-3	3	8
72	O=C(NCc1ccco1)c1nc2c(nnn2Cc2ccccc2Cl)c(=O)[nH]1	8	1	-1	-0.2	3	12	0	7	4
73	CCOC(=O)CCC(=O)N1CCOCCOCCOCC1	11	-5	-2	1.0	13	14	2	-3	7
74	CCOC(=O)C1=C(C)NC(=S)NC1c1ccc(OCC(=O)N2CCCCCC2)c(OC)c1 (centres undefined)	7	-1	0	-1.7	-12	1	-1	15	2

# Reprinted at random: 3 compounds from above.
entry	SMILES	APJ antag	APJ ag	beta cell repl	MPTP block	TIM10 inh	tim10-1 inh	GRIN3A LBD mod	NALP3 yeast inh	tim23-1 inh
65	CCCN(CC(=O)Nc1ccccc1C)C(=O)c1ccc(C)c(S(=O)(=O)N2CCCCC2)c1	15	-2	-4	-0.9	0	15	0	6	17
62	CC(C)(C)NC(=O)c1cccc2c1-c1ccccc1C2=O	12	0	-1	-0.4	17	32	1	8	30
63	CC(C)C(=O)Nc1nnc(SCC(=O)N2C(C)CCCC2C)s1 (centres undefined)	-5	-1	-5	-1.5	-10	15	-1	23	19

# A different layout for 2 compounds above:
(62) CC(C)(C)NC(=O)c1cccc2c1-c1ccccc1C2=O
(63) CC(C)C(=O)Nc1nnc(SCC(=O)N2C(C)CCCC2C)s1 (centres undefined)

Compound,62,63
APJ antag,12,-5
APJ ag,0,-1
beta cell repl,-1,-5
MPTP block,-0.4,-1.5
TIM10 inh,17,-10
tim10-1 inh,32,15
GRIN3A LBD mod,1,-1
NALP3 yeast inh,8,23
tim23-1 inh,30,19
